High-throughput results from PubChem BioAssay.
FLuc counter – qHTS profiling assay for firefly luciferase inhibitor/activator using purifed enzyme and Km concentrations of substrates (counterscreen for miR-21 project) | Luciferin 4-monooxygenase (Photinus pyralis), P08659 | purified FLuc, Km substrates, luminescence inhibition | Potency, µM (series often up to 57.5 µM), without a hit: at the highest dose activity change, negative = inhibition, most hits filed as inhibitors | hit rate 6.9% among 360,000;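 further: plate controls were vehicle for no effect and reference inhibitor for full effect; nearly all actives have a fitted effect of over 55% in size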
Target sequence (P08659 whole entry, looked up): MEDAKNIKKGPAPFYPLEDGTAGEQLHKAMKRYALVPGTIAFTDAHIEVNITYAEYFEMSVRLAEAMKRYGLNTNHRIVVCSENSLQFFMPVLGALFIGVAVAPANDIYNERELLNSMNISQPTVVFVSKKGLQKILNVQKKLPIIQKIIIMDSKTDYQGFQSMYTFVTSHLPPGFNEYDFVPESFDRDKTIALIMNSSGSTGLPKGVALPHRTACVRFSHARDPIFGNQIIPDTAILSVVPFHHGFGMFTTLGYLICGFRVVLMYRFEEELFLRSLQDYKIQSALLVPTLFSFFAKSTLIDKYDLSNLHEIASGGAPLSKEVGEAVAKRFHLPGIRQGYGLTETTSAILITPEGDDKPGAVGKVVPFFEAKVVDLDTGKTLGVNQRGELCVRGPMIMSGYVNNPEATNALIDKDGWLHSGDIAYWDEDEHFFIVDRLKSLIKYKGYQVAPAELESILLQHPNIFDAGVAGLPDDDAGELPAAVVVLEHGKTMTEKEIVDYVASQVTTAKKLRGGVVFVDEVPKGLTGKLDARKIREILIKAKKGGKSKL
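Purified P. pyralis luciferase, 10 nM final, with Km-level 10 uM D-luciferin and 10 uM ATP in 50 mM Tris acetate pH 7.5, 10 mM Mg acetate, 0.01% Tween-20, 0.05% BSA; 6-point qHTS titration about 60 µM downward; luminescence read.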
NPC1 prom act – qHTS Assay for NPC1 Promoter Activators; hit rate 2.4% among 320,000; Huh7 NPC1 promoter luciferase reporter, 24 h; Potency, µM (series often up to 9.22 µM), for the others: top-dose activation, hits mostly activators;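 further: % of control where 0% means no effect; nearly all actives have a fitted effect of over 60% in size; reporter is driven by a mutant NPC1 promoter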
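Quantitative HTS used a cell-based reporter: Huh7 cells stably bearing the NPC1 promoter upstream of luciferase were treated with compounds for 24 h, and promoter activation was read as luminescence.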
uPA generation – qHTS for Inhibitors of Cell Surface uPA Generation | hit rate 0.31% among 330,000 | cell surface uPA generation assay, qHTS | Potency, µM (titrated, usually from 38.3 µM), for the others: at the highest dose activity change, negative = inhibition, usual class: inhibitors; active means well fitted inhibition curve with a large enough effect; inconclusive means small, poorly fitted or top-dose-only effect; inactive means no such curve, though single readings can be large or run the other way; tested in mouse RAW 264.7 cells; further: on the % scale 0 is the no-effect control and ±100 the full control effect; nearly all actives have a fitted effect of over 55% in size
BRCA1 expr up – qHTS Assay to Identify Small Molecule Activators of BRCA1 Expression. MCF7-BRCA1-FFLuc reporter, luminescence, 48 h; response scale: scaled: vehicle 0%, 10 µM genistein 100%. Potency, µM (titrated, usually from 46.1 µM), without a hit: top-dose activation, hits mostly activators. hit rate 1.1% among 380,000; further: nearly all actives have a fitted effect of over 80% in size; some results filed as inactive show a strong effect at the top dose
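MCF7-BRCA1-FFLuc, 2000 cells/well; 2 h attach, 37 °C/5% CO2; compound 48 h; luciferase substrate 15 min; luminescence end-point. Norm. to genistein 10 microM max activation and DMSO; concentration-response curves fitted.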
ELG1 genotox – qHTS screen for small molecules that induce genotoxicity in human embryonic kidney (HEK293T) cells expressing luciferase-tagged ELG1; HEK293T ELG1-luciferase reporter, luminescence, 16 h; Potency, µM (highest dose often 46 µM), for inactives: at the highest dose activity change, positive = activation, actives largely listed as activators; hit rate 1.3% among 330,000; AID 504466, 2011; further: % of control where 0% means no effect; nearly all actives have a fitted effect of over 60% in size
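Genotoxicity was scored as increased ELG1-luciferase reporter signal, measured by ONE-Glo luminescence (30 min, room temperature). Compound or vehicle exposure of the HEK293T reporter cells lasted 16 hr at 37°C.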
MBNL1-CUG inh – qHTS Assay for Inhibitors of MBNL1-poly(CUG) RNA binding; Muscleblind-like protein 1 (Homo sapiens), Q9NR56; TR-FRET MBNL1-His/biotin-(CUG)12 binding, 665/545 ratio; Potency, µM (highest dose often 57.5 µM), inactives show at the highest dose activity change, negative = inhibition, hits mostly inhibitors; hit rate 0.036% among 280,000; AID 2675, 2010; active means well fitted inhibition curve with a large enough effect in the signal ratio, with a control signal flat, not every such curve was filed as active; inconclusive means small, poorly fitted or top-dose-only effect, or effect the other way, or a change in a side signal; inactive means no such curve, though single readings can be large or run the other way; the % refers to the signal ratio; further: on the % scale 0 is the no-effect control and ±100 the full control effect
Target sequence (Q9NR56 whole entry, looked up): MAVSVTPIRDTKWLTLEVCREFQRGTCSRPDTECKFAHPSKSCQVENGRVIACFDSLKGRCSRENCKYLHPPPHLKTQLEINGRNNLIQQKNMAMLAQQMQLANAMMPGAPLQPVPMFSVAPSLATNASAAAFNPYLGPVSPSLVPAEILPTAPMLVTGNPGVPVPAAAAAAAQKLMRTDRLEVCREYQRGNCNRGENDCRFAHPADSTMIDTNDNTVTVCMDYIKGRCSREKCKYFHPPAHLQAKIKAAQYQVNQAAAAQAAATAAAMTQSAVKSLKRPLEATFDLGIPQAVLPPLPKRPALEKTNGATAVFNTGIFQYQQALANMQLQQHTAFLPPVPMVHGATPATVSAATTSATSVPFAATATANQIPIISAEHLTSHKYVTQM
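TR-FRET readout: Ex 340 nm, 665/545 nm emission ratio, normalized to buffer-only (basal) and MBNL1-(CUG)12 controls. Complex of MBNL1-His with Biotin-(CUG)12, compounds 92 nM–58 uM, incubated 60 min at room temperature.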
p53 reactivation – qHTS assay for re-activators of p53 using a Luc reporter. hit rate 0.063% among 320,000. Potency, µM (series often up to 92.2 µM), inactives show at the top dose activity change, positive = activation, actives largely listed as activators. H1299 p53-A138V BP100-luciferase reporter, luminescence, 24 h. AID 504706, 2011; further: % of control where 0% means no effect; nearly all actives have a fitted effect of over 45% in size
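p53-null H1299 cells stably carrying temperature-sensitive p53-A138V and a BP100-luciferase reporter were pinned with compounds (4-point, 1:5 series) and held 24 hrs at 37 deg C. Luminescence was read 10 min after detection reagent.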
VP16 counter – VP16 counterscreen qHTS for inhibitors of ROR gamma transcriptional activity | Drosophila S2 Gal4-VP16 UAS-luciferase, luminescence, 20 h | Potency, µM (series often up to 53.6 µM), without a hit: at the top dose activity, negative = inhibition, hits mostly inhibitors | hit rate 3.5% among 310,000;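 further: Gal4-VP16 expression switched on by copper sulfate through the metallothionein promoter; on the % scale 0 is the no-effect control and ±100 the full control effect; nearly all actives have a fitted effect of over 50% in size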
Rab9 prom act – qHTS Assay for Rab9 Promoter Activators. Huh7 Rab9 promoter-luciferase reporter, luminescence, 24 h. Potency, µM (highest dose often 9.22 µM), for the others: top-dose activation, negative = inhibition, hits mostly activators. hit rate 2.8% among 320,000; further: % of control where 0% means no effect; nearly all actives have a fitted effect of over 60% in size
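Quantitative HTS format; Huh7 Rab9-luciferase reporter cells (1500/well) receive compound 2 h post-plating, incubate 24 h at 37 °C, then get luciferase reagent for 10 min before luminescence reading.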
CXXC DNA block – qHTS Fluorescence Polarization Assay for Inhibitors of MLL CXXC domain - DNA interaction; Histone-lysine N-methyltransferase 2A (Homo sapiens), Q03164; MLL-CXXC / FITC-HOXA9 DNA fluorescence polarization; Potency, µM (doses to about 115 µM), for the others: at the highest dose activity change, negative = inhibition, usual class: inhibitors; hit rate 0.037% among 290,000; active means well fitted inhibition curve with a large enough effect in the polarisation, with a control signal flat, not every such curve was filed as active; inconclusive means small, poorly fitted or top-dose-only effect, or effect the other way, or a change in a side signal; inactive means no such curve, though single readings can be large or run the other way; the % refers to the polarisation
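Fluorescence polarization: 7 uM MLL-CXXC (stock) preincubated 5 min with compounds, then 50 nM fluorescein-HOX-A9 DNA (stock) added; 30 min ambient. Buffer 50 mM Tris-HCl pH 7.5, 50 mM NaCl, 1 mM DTT, 0.05% BSA.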
RORgamma inh – qHTS for inhibitors of ROR gamma transcriptional activity; hit rate 5.4% among 310,000; Drosophila S2 Gal4-RORgamma UAS-luciferase reporter, 20 h; Potency, µM (highest dose often 53.6 µM), for inactives: top-dose activity change, negative = inhibition, most hits filed as inhibitors; further: on the % scale 0 is the no-effect control and ±100 the full control effect; nearly all actives have a fitted effect of over 60% in size
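Using a luciferase readout, inhibitors were identified by reduced reporter activity in Drosophila cells coexpressing a copper-inducible Gal4–ROR gamma fusion and UAS-driven Photinus luciferase, incubated 20 hr after 700 uM copper sulfate.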
Active calls of the source: *; u = inconclusive; x = no result given; [ ] = remark or other dose. Unless noted, the call rests on the fitted dose curve; in most records, active means well fitted curve in the direction sought with a large enough effect; inconclusive means small, poorly fitted or top-dose-only effect, or another doubt; inactive means no such curve, though single readings can be large; an effect the other way counts as inactive or inconclusive. Potency means the concentration at half of the fitted maximal effect.

SMILES	FLuc counter	NPC1 prom act	uPA generation	BRCA1 expr up	ELG1 genotox	MBNL1-CUG inh	p53 reactivation	VP16 counter	Rab9 prom act	CXXC DNA block	RORgamma inh
COc1ccc(NC(=O)C23CC4CC(C2)CC(n2cnc(Br)n2)(C4)C3)c(C)c1	-2%	-7%	x	2%	-3%	1%	-2%	5%	-1%	4%	-7%
COc1ccc(OC)c(C2C(C(=O)c3ccccc3)=C(C)Nc3nc4ccccc4n32)c1 (configuration not stated)	-19%	2%	14%	1%	9%	-7%	4%	-11%	-8%	24%	7.1µM*
COc1ccc(C(=O)NC(C)c2ccc(-n3ccnc3)cc2)cc1S(=O)(=O)N1CCOCC1 (configuration not stated)	3%	0%	-10%	0%	0%	x	-7%	x	-5%	x	x
COc1ccc(C(=O)OCC(=O)NCC2CCCCC2)cc1S(=O)(=O)N1CCCc2ccccc21	2%	2%	-2%	0%	4%	12%	-2%	-9%	0%	8%	31%
COc1ccccc1N(C(=O)c1ccco1)C(C(=O)NC1CCCC1)c1cccs1 (configuration not stated)	-2%	3%	0%	-28%	4%	-2%	-3%	-8%	-1%	u	-12%
Cc1cc(N2CCN(C(=O)c3ccco3)CC2)n2nc(-c3cccc(Cl)c3)cc2n1	5%	-2%	x	-100%[inhibitor]	-53%[inhibitor]	1%	-2%	u	-9%	0%	u
Cc1sc2ncnc(OCC(=O)NC3CCS(=O)(=O)C3)c2c1C (configuration not stated)	3%	-3%	-6%	-10%	2%	-7%	2%	10%	12%	-8%	32%
Cc1ccc(Nc2ccc(N3CCN(c4ccc([N+](=O)[O-])cc4)CC3)nn2)cc1	0%	-9%	-14%	0%	-2%	3%	-3%	4%	-1%	-3%	3%
CCNc1nc(NCC)nc(Oc2ccc(OCc3ccccc3)nn2)n1	-2%	-9%	x	x	7%	x	-6%	-13%	-2%	-6%	-33%
CCc1nnc(NC(=O)CN2CCN(Cc3ccc(F)cc3)CC2)s1	0%	-1%	-2%	5%	-2%	-4%	9%	-11%	-3%	2%	-41%
COc1ccc(OC)c(C(c2nnnn2C2CCCC2)N2CCN(c3ccc(F)cc3)CC2)c1 (configuration not stated)	4%	-1%	1%	-44%	-4%	0%	-5%	-18%	-1%	-2%	-7%
Cc1cc(OCC(=O)NNC(=S)NCC2CCCO2)cc(C)c1Cl (configuration not stated)	3%	-1%	-2%	19%	1%	-1%	1%	6.3µM*	4%	8%	3.2µM*
CCOC(=O)c1nccnc1C(=O)Nc1ccc(C(F)(F)F)cc1	-7%	0%	11%	0%	2%	-1%	5%	-8%	1%	1%	13%
Cc1ccc(-c2cc(C(=O)NCCCN3CCOCC3)c3ccc(Cl)c(C)c3n2)cc1	3%	-7%	-3%	-68%	0%	1%	-2%	u	3%	18%	u
CCOc1ccc(-n2c(C)nc3cc(C(=O)NCc4ccc5c(c4)OCO5)ccc32)cc1	-4%	0%	-1%	2%	1%	4%	-9%	4%	-7%	-2%	28%

Some entries already given with just RORgamma inh.
| SMILES | RORgamma inh |
| --- | --- |
| Cc1cc(OCC(=O)NNC(=S)NCC2CCCO2)cc(C)c1Cl (configuration not stated) | 3.2µM* |
| Cc1sc2ncnc(OCC(=O)NC3CCS(=O)(=O)C3)c2c1C (configuration not stated) | 32% |

Further entries
SMILES	FLuc counter	NPC1 prom act	uPA generation	BRCA1 expr up	ELG1 genotox	MBNL1-CUG inh	p53 reactivation	VP16 counter	Rab9 prom act	CXXC DNA block	RORgamma inh
CCOC(=O)c1oc2ccccc2c1CN1CCN(C(=O)c2ccccc2)CC1	0%	1%	-12%	-3%	-3%	-4%	-9%	-7%	-7%	0%	-16%
Cc1cc2c(cc1C)N(C(=O)CN1C(=O)c3ccccc3C1=O)C(C)(C)c1ssc(=S)c1-2	2%	0%	19%	-10%	-4%	11%	-9%	-3%	-2%	-1%	-3%
O=C(NCCc1ccccc1)c1ccc(Cl)cc1[N+](=O)[O-]	u	u	11%	u	u	u	20%	13%	u	11%	31%
O=C(N/N=C/c1cc(Br)c(Br)o1)C(O)c1ccccc1 (configuration not stated)	-13%	2%	5%	0%	3%	u	-9%	-9%	-2%	-4%	-1%
COc1ccc(/C=C/C(=O)OCC(=O)Nc2ccc(N3CCOCC3)cc2)cc1OC	1%	0%	-4%	0%	1%	12%	0%	-25%	3%	16%	-4%
CCOc1ccc2nc(SCC#N)c(C#N)cc2c1	1%	u	-2%	-35%	u	10%	23%	-20%	u	5%	-42%
[N-]=[N+]=NC[C@H](c1ccccc1)N1CCN(Cc2ccccc2)CCC1=O	0%	-7%	5%	20%	-5%	-7%	12%	-1%	0%	1%	20%
Fc1ccccc1OCCCN1CCOCC1	3%	x	x	1%	x	-6%	x	3%	x	-3%	-2%
NC(=O)c1cccc2c3c([nH]c12)CCCC3	24µM*	14%	-2%	56%	8%	5%	u	16%	-4%	-4%	u
CCN(CC(=O)Nc1cc(Cl)ccc1C)C(=O)c1oc2ccc(OC)cc2c1C	u	0%	-5%	-23%	0%	x	22%	x	-5%	x	x
O=C(Nc1cccc(C(F)(F)F)c1)C12CC3CC(CC(C3)C1)C2	u	-1%	-6%	-4%	1%	u	1%	-13%	-5%	1%	u
O=C(CSc1ccc(Cl)cc1)Nc1ccccc1Oc1ccccc1	5%	0%	1%	-9%	2%	20%	-8%	-10%	-1%	10%	2%
COc1cc(C(=O)N/N=C(\C)c2ccc3c(c2)OCO3)cc(OC)c1OC	4%	-29%	-12%	-48%	14%	4%	2%	-6%	-25%	1%	-23%
COC(=O)c1ccc(/C=N\n2c(C)nnc2C)cc1	2%	-2%	3%	-11%	28%	12%	1%	-5%[0.365 µM]	-5%	-2%	u
Cc1ccc(-c2nc3ncccn3c2Nc2ccccc2C)o1	3%	-7%	-7%	4%	-14%	u	-4%	8%[10 µM]	-12%	8%	-5%
O=C1c2ccncc2C(=O)N1CO	-4%	0%	2%	-18%	1%	u	-9%	-8%	5%	-7%	-15%
S=C(NCc1ccc2c(c1)OCO2)NCc1ccc2c(c1)OCO2	-9%	-1%	-3%	23%	-2%	x	-1%	u	-2%	2%	16µM*
CCCCC(=O)Nc1ccc2c3c(cccc13)C(=O)N2CC	0%	9%	x	-63%	u	u	-3%	3%	0%	u	-29%
CCOC(=O)c1ccc(NC2c3ccccc3C(=O)N2c2ccc(C)cn2)cc1 (configuration not stated)	4%	0%	7%	9%	-4%	7%	2%	5%	-7%	-12%	-8%
COc1ccc(C(CNc2ccc(C(F)(F)F)cn2)N(C)C)cc1OC (configuration not stated)	2%	-3%	1%	-14%	1%	-5%	-6%	9%	2%	-3%	1%

Some of these compounds in order of their number in p53 reactivation, smallest number first:
smiles,p53 reactivation
Cc1cc2c(cc1C)N(C(=O)CN1C(=O)c3ccccc3C1=O)C(C)(C)c1ssc(=S)c1-2,-9%
COc1ccc(C(=O)NC(C)c2ccc(-n3ccnc3)cc2)cc1S(=O)(=O)N1CCOCC1 (configuration not stated),-7%
COc1ccccc1N(C(=O)c1ccco1)C(C(=O)NC1CCCC1)c1cccs1 (configuration not stated),-3%
COc1cc(C(=O)N/N=C(\C)c2ccc3c(c2)OCO3)cc(OC)c1OC,2%
CCOC(=O)c1nccnc1C(=O)Nc1ccc(C(F)(F)F)cc1,5%
[N-]=[N+]=NC[C@H](c1ccccc1)N1CCN(Cc2ccccc2)CCC1=O,12%

The list is partial; rates above refer to the full screens.
